HUVEC inhibit: inhibitors of HUVEC proliferation, primary screen, cell-based, 384-well. CellTiter-Glo luminescence, 72 h; active compounds read low. viability, % at 10 µM (by protocol). 1.1% of 86,000 active. AID 648, 2007;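 active = viability at or below 30%; inactive = viability above 30%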;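 note: 100% = median luminescence of DMSO-only cell control wells on each plate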
Fibroblast inh: antiproliferative effect on LL 47 fibroblasts – human, LL 47 cells, CellTiter-Glo luminescence, primary screen | viability, % at 10 µM | LL 47 human lung fibroblast viability, ATP luminescence; active compounds read low | AID 719, 2007 | 1.1% of 85,000 active;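 active = viability at or below 50% in the single dose screen; inactive = viability above 50%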;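 note: compound exposure lasted 72 h before the ATP readout; 100% = median luminescence of untreated cell-only wells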
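Test system: LL 47 human lung fibroblasts / Incubation: 72 h compound exposure at 37 °C after overnight plating / Technique: luminescent ATP detection, CellTiter-Glo / Compound dosing: 0.1% DMSO in all compound wells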
Candida biofilm: clotrimazole potentiators killing Candida biofilms, primary screen, with clotrimazole, Alamar Blue. C. albicans biofilm + clotrimazole. inhibition, % at 6 µM. 0.14% of 85,000 active. AID 834, 2007;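 active = inhibition above 20%; inactive = inhibition below 20%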;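 note: preformed 24 hr biofilms exposed to compound for 48 hr; 0% = biofilm without compound and 100% = blank killed by clotrimazole plus chlorhexidine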
ERb coact inh: inhibitors of ERβ-SRC1 coactivator interaction, primary screen, biochemical, TR-FRET, ERβ LBD, SRC-1 peptide | TR-FRET ER-beta LBD / SRC1-Cy5 peptide binding; receptor agonist-loaded with 1 µM estradiol | 1.3% of 86,000 active | Estrogen receptor beta (Homo sapiens), Q92731 | AID 633, 2007 | inhibition, % at 25.6 µM;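 active = compounds whose percent inhibition of the receptor-coactivator binding signal exceeds about 50% in the single-dose screen, limit read from the data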;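 note: 0% = receptor plus peptide wells without compound and 100% = peptide-only wells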
ERa coact inh: ERα–SRC-1 coactivator interaction inhibitors, primary screen, biochemical, TR-FRET, ERα LBD, estradiol-bound; TR-FRET ER-alpha LBD / SRC-1 peptide; inhibition, % at 25.6 µM; 1.7% of 86,000 active; Estrogen receptor (Homo sapiens), P03372; in the data active = inhibition above about 50%;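 note: 0% = receptor plus peptide control and 100% = peptide only without receptor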
sEH activator: soluble epoxide hydrolase activators, primary screen, biochemical, human sEH. Bifunctional epoxide hydrolase 2 (Homo sapiens), P34913. purified human sEH enzymatic activity, activator screen. activation, % at 2 µM. 0.04% of 91,000 active. AID 717, 2007; in the data active = activation above about 37%; note: values of inactives mirror those of a sister screen read the other way
Target sequence (P34913 whole entry, looked up): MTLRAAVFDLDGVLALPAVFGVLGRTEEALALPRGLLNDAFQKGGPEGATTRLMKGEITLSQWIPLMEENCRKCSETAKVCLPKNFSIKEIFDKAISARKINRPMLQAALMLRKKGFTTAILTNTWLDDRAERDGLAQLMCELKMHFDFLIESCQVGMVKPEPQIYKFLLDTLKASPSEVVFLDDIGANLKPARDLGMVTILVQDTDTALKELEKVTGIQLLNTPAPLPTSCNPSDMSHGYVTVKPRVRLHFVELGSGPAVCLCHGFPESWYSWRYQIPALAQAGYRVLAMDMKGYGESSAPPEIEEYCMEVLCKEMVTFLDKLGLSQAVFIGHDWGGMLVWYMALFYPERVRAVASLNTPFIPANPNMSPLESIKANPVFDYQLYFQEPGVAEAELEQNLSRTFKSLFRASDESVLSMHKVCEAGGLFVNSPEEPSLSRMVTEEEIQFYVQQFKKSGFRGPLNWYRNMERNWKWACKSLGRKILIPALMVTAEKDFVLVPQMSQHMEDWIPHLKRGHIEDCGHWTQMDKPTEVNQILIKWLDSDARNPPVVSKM
H69AR inhibit: proliferation blockers of H69AR lung cancer cells, primary screen, cell-based, human, 86K library | H69AR lung tumor viability, ATP luminescence, 72 h; active compounds read low | viability, % at 10 µM | 6% of 85,000 active | AID 598, 2007;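 active = viability at or below 40%; inactive = viability above 40%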;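 note: multidrug resistant small cell line overexpressing MRP-1 efflux transporter; 100% = mean luminescence of untreated control wells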
Smad3 FoxH1 inh: Smad3/FoxH1 peptide binding inhibitors, primary screen, biochemical, TR-FRET; Mothers against decapentaplegic homolog 3 (Homo sapiens), P84022; TR-FRET Smad3/Dy647-FoxH1 peptide binding, europium anti-His; inhibition, % at 25 µM; 0.29% of 88,000 active;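 active = compounds that reduce the energy-transfer binding signal between the protein and its labelled peptide by more than half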;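 note: 0% = Smad3 plus labelled peptide maximal FRET and 100% = peptide-only background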
Target sequence (P84022 whole entry, looked up): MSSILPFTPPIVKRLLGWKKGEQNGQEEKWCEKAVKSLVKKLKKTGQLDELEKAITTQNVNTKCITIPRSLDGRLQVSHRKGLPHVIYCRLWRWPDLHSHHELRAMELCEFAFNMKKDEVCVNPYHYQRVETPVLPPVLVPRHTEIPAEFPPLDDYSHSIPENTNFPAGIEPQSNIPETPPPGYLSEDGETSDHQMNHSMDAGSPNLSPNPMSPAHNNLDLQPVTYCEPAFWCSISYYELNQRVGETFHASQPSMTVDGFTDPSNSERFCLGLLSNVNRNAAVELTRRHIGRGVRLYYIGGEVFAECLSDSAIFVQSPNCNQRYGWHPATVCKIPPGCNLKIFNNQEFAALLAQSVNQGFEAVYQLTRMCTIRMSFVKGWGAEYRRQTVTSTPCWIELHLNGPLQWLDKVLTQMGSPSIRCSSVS
ERa SRC1 pot: enhancers of ERα–SRC-1 coactivator binding, primary screen, biochemical, TR-FRET, ERα LBD, low estradiol; Estrogen receptor (Homo sapiens), P03372; TR-FRET ERalpha-LBD/SRC-Cy5 coactivator binding, 2 h; 100 = basal binding, no effect; coactivator binding (% of control), % at 25.6 µM; 1.3% of 86,000 active; in the data active = activity above about 200%;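 note: binding measured in presence of low estradiol as agonist stimulus; 0% = peptide alone without receptor and 100% = receptor with peptide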
The depositor's hits bear a star; x = no result given; [ ] = another dose, or the depositor's remark.

SMILES	HUVEC inhibit	Fibroblast inh	Candida biofilm	ERb coact inh	ERa coact inh	sEH activator	H69AR inhibit	Smad3 FoxH1 inh	ERa SRC1 pot
CCC(Sc1nccn1C)C(=O)Nc1cccc2ccccc12 (stereo not drawn)	90	100	5	9	4	x	92	-6	101
Cc1cc(Nc2ccc(C(C)C)cc2)n2ncnc2n1	68	98	16	6	-7	x	101	4	94
COc1cc(/C=C(/C(=O)c2cccs2)c2nc3ccccc3[nH]2)cc(OC)c1O	102	19*	-2	-1	2[fluorescence artefact?]	7	2.6*	18	79
CC(C)N1CCc2c(sc(NC(=O)c3ccc(S(=O)(=O)N4CCOCC4)cc3)c2C(N)=O)C1	102	98	3	-13	-2[fluorescence artefact?]	x	94	4	113[fluorescence artefact?]
COC(=O)c1ccc(NC(=O)CSc2ccccn2)cc1	110	108	-1	4	1	21	93	-7	82[fluorescence artefact?]
Cc1cc(C)n(CC2CC(=O)N(c3ccc(C)c(Cl)c3)C2=O)n1 (stereo not drawn)	92	106	9	5[fluorescence artefact?]	-4	x	94	-9	100
CCOc1ccc2nc(NC(=O)CSC3=NCCS3)sc2c1	59	92	3	-6	3	1	1.1*	3	102
CCOC(=O)C1C(=O)NC(SC)=C(C#N)C1c1ccccc1F (stereo not drawn)	98	93	4	-7	2	x	86	2	94
Cn1c(=O)c2c(nc(CN3CCC(C(N)=O)CC3)n2Cc2ccccc2Cl)n(C)c1=O	94	101	6	-9	-8	x	76	1	135
Cc1cccc(OCCCCCn2ccnc2)c1	98	106	6	2	-1	1	100	5	136
Cc1nc(NCC2CCCO2)c2oc3ccccc3c2n1 (stereo not drawn)	98	99	3	-8	-2	8	87	15	140[fluorescence artefact?]
O=C(NCc1ccc(F)cc1)C1CCC(=O)N1CCc1ccccc1 (stereo not drawn)	89	98	12	-3[fluorescence artefact?]	1	8	90	1	112[fluorescence artefact?]
COc1ccccc1NC(=O)C(C)N1CCN(C/C=C/c2ccccc2)CC1 (stereo not drawn)	77	94	6	-7	-1	10	74	5	125
CC(C)(C)S(=O)(=O)c1ccccc1C(=O)O	105	100	4	-19[fluorescence artefact?]	5	-3	94	9	116
O=C(c1ccccc1)c1cc2ccccc2o1	98	110	9	-5	-15	2	96	9	119
COc1ccccc1CN1CC(C(=O)NCc2cccnc2)CC1=O (stereo not drawn)	101	102	6	-9	-10	-2	97	-10	130[fluorescence artefact?]
Cc1ccc(Cl)cc1N1CCN(Cc2nc3c(c(=O)[nH]c(=O)n3C)n2Cc2ccccc2F)CC1	42	85	12	18[fluorescence artefact?]	17	x	19*	1	84
Cc1cc(N2C(=O)C(=O)/C(=C(/O)c3ccc(Cl)cc3)C2c2cccc(Br)c2)no1 (stereo not drawn)	81	104	-4	0	-6	23	80	-3[fluorescence artefact?]	95
CSCCC(NC(=O)OC(C)(C)C)C(=O)NC(C(=O)NC(CC(C)C)C(N)=O)C(C)C (stereo not drawn)	96	101	-6	0	-1	-8	96	9	93
CN(C)/C=C1\C=C(c2ccccc2)OC1=O	102	98	6	0	-3[fluorescence artefact?]	-8	88	-8[fluorescence artefact?]	109[fluorescence artefact?]
COc1cccc2cc(C(C)N(CCCN3CCOCC3)C(=O)Nc3ccccc3)oc12 (stereo not drawn)	100	96	5	-3	0	-1	80	6	111
Cc1nc2ccccc2c2oc(C(=O)N3CCN(C4CCCCC4)CC3)cc12	79	95	-13	-4	-7	x	75	-1	86[fluorescence artefact?]
CCOc1ccc(OCC)c(NC(=O)C2COc3ccccc3O2)c1 (stereo not drawn)	98	83	-3	14[fluorescence artefact?]	24[fluorescence artefact?]	x	43	-7	91[fluorescence artefact?]
CCOc1ccccc1NC(=O)c1ccoc1C	94	108	-2	7	-3	1	89	-5	113
Cc1nc(SCC(=O)Nc2ccccc2C(F)(F)F)c2c(=O)n(C)c(=O)n(C)c2n1	42	94	5	11[fluorescence artefact?]	38	-8	49	4[fluorescence artefact?]	173[fluorescence artefact?]
CCn1c(CNc2ccccc2Cl)nnc1SCC(=O)OC1CCCCC1	93	108	4	4	8	10	93	-6	103
O=C(Cn1cnc2c(cnn2-c2ccccc2)c1=O)OCc1ccccc1	101	96	7	5	-1	-18	103	-1	96
CCOC(=O)CSC1=C(C#N)C(c2ccccc2)C(C(C)=O)=C(C)N1 (stereo not drawn)	105	104	3	-10	-8	-7	80	10	121
O=C(C1CCCN(Cc2cccs2)C1)N1CCCCCC1 (stereo not drawn)	94	104	1	1	-6	x	93	-4	98[fluorescence artefact?]
C=CCN=C(NC#N)SCCc1ccccc1	93	104	3	2[fluorescence artefact?]	2[fluorescence artefact?]	x	89	2	97
O=C(NCc1cccnc1)C1c2ccccc2C(=O)N1C1CCCCCC1 (stereo not drawn)	93	107	12	-13[fluorescence artefact?]	-17[fluorescence artefact?]	-5	96	8	109
COCCCN1C(=O)c2ccc(C(=O)Nc3ccc(OC)cc3OC)cc2C1=O	105	112	-7	6	-2	-5	97	-12	119[fluorescence artefact?]
N/C(=N\c1nc2ccccc2o1)NC(=O)C(Cc1ccccc1)N1C(=O)c2ccccc2C1=O (stereo not drawn)	91	89	9	-6	1	x	96	9	115
Cn1c(=O)n(C)c2cc(NS(C)(=O)=O)ccc21	96	98	3	-17	-4	-1	94	-8	97
CNCc1ccccc1OCC(=O)Nc1ccccc1OC	89	100	1	-14	-3	2	83	5	106
Cc1cc(Cl)cc(Br)c1OCCCN1C(=O)NC(C)(C)C1=O	83	101	4	-1[fluorescence artefact?]	4[fluorescence artefact?]	8	85	6	110
O=c1[nH]c(Cn2nnc(-c3ccccc3)n2)nc2scc(-c3ccccc3)c12	71	97	6	11	5[fluorescence artefact?]	-12	98	4	120[fluorescence artefact?]
Cc1cc(C)nc(NS(=O)(=O)c2ccc(NC(=S)NC(=O)C(C)C)cc2)n1	103	103	6	-2	-2	14	114	11	110
CN1C2C=C3C(C#N)=C(N)C(C#N)(C#N)[C@@H](c4cccc(F)c4)[C@@H]3C1CC2 (stereo partly drawn)	100	98	8	-2	-7	8	81	15	112
CCCCCCNC(=O)Cc1nc2nc(C)cc(C)n2n1	100	97	-2	7	1	-16	x	-1	122
COc1ccc(CC(=O)n2nc(-c3ccccc3)nc2NCc2ccco2)cc1	97	100	5	3	-8	-3	89	4	119
C=CCn1c(SCc2c(C)noc2C)nnc1C1COc2ccccc2O1 (stereo not drawn)	82	86	8	0	3	x	94	-1	113
Cc1cc2nc(C3CCCN(C(=O)NCc4ccccc4)C3)[nH]c2cc1C (stereo not drawn)	77	96	5	-7[fluorescence artefact?]	-3	-15	58	-12	106
Cc1ccc(C)c(C(=O)CSc2n[nH]c(C(C)C)n2)c1	102	109	1	0	-5	2	111	10	106
Cn1c(=O)n(Cc2ccc(Cl)cc2)c2ccccc21	77	81	3	0	23	-11	104	10	98

Profiles from above. Order of screens: HUVEC inhibit	Fibroblast inh	Candida biofilm	ERb coact inh	ERa coact inh	sEH activator	H69AR inhibit	Smad3 FoxH1 inh	ERa SRC1 pot
Profile of `CSCCC(NC(=O)OC(C)(C)C)C(=O)NC(C(=O)NC(CC(C)C)C(N)=O)C(C)C` (stereo not drawn) = 96	101	-6	0	-1	-8	96	9	93
Profile of `CCOc1ccccc1NC(=O)c1ccoc1C` = 94	108	-2	7	-3	1	89	-5	113

(cont.)
SMILES	HUVEC inhibit	Fibroblast inh	Candida biofilm	ERb coact inh	ERa coact inh	sEH activator	H69AR inhibit	Smad3 FoxH1 inh	ERa SRC1 pot
COCC(=O)N(C)c1nnc(-c2cnccn2)s1	109	100	7	-24	-17	5	96	-2	103[fluorescence artefact?]
CCn1c(CC(=O)Nc2ccc(C)cc2)nnc1SCC(=O)N1CCN(c2ccccc2)CC1	108	97	4	-5	-11[fluorescence artefact?]	5	105	0	107
O=C(CN(Cc1ccco1)C(=O)Cn1nnc(-c2ccc(F)cc2)n1)NC1CCCC1	110	98	6	-4	-8	11	93	-5	110[fluorescence artefact?]
CC1CCc2nc(NC(=O)CN3CCN(c4ccccc4)CC3)sc2C1 (stereo not drawn)	115	110	7	-3	1	-1	x	-12	117[fluorescence artefact?]
COc1ccc(S(=O)(=O)CCC(=O)Nc2c(C)n(C)n(-c3ccccc3)c2=O)cc1	99	94	9	-4[fluorescence artefact?]	-3	x	102	-3	113[fluorescence artefact?]
COc1ccc(CCNC(=O)C2CCN(Cc3nc(-c4ccccc4C)oc3C)CC2)cc1OC	69	94	x	8[fluorescence artefact?]	2	-36	88	10	116
CCC(c1nnc(SCc2nc3ccccc3s2)n1Cc1ccccc1)N(C)C (stereo not drawn)	86	97	5	7[fluorescence artefact?]	6[fluorescence artefact?]	14	76	-4	111
CC(C)CN(C(=O)CSc1nncs1)c1c(N)n(CC(C)C)c(=O)[nH]c1=O	101	104	4	0	-1	-8	83	-8	99
O=C(Cc1ccccc1)Nc1ccccc1CO	93	94	9	-5	-5	1	88	-2	134
CCOc1cc(NS(C)(=O)=O)c(OCC)cc1NC(=O)c1cccs1	101	108	1	-9	-3	12	69	-9	116
CN1CCC(C2(O)c3ccccc3CSc3sccc32)CC1 (stereo not drawn)	92	92	10	-5	-7	-1	87	0	104
O=C(Cn1c(CN2CCCCC2)nc2ccccc2c1=O)NCc1ccco1	93	106	9	0	-3	5	76	-1	117
CCOC(=O)Cc1nnc2c(Nc3ccc(C)cc3)nc3nonc3n12	102	88	5	9	8	0	73	-6	94
CC(=O)OCC(=O)Nc1ccc(C(C)=O)cc1	97	101	6	-15	-22	4	39*	-8	118[fluorescence artefact?]
CCOC(=O)C1CCCN(C/C(O)=C(\C#N)c2nc(-c3ccccc3)cs2)C1 (stereo not drawn)	99	109	4	1	-2	-2	65	1	82
COc1cc(-c2nnc(-c3cccnc3)o2)cc(OC)c1OC	85	98	-1	4[fluorescence artefact?]	4[fluorescence artefact?]	4	73	15	111
COc1ccc(NC(=O)CCS(=O)(=O)c2ccccc2)c(OC)c1	100	98	6	6	-2	-10	110	4	120
CCCCSC(=O)Nc1ccccc1	101	104	6	-3[fluorescence artefact?]	32	x	98	12	106
CCC(C)[C@H](NC(=O)NCc1cccs1)C(=O)O (stereo partly drawn)	95	101	4	-9	-11	-2	102	1	113
Cc1cc(S(=O)(=O)N(Cc2ccc(F)cc2)CC2CCCO2)ccc1-n1cnnn1 (stereo not drawn)	100	105	10	63*	-1	-8	80	3	120
O=C(OCC(=O)N1CCCC1)c1ccco1	89	94	8	0	-3	36	86	1	103
Cc1cccc(C)c1NC(=O)CSCC(=O)c1ccc(O)c(O)c1	63	79	1	34[fluorescence artefact?]	3	x	18*	-3	96

Retrieved by structure from above:
SMILES	HUVEC inhibit	Fibroblast inh	Candida biofilm	ERb coact inh	ERa coact inh	sEH activator	H69AR inhibit	Smad3 FoxH1 inh	ERa SRC1 pot
COc1ccc(NC(=O)CCS(=O)(=O)c2ccccc2)c(OC)c1	100	98	6	6	-2	-10	110	4	120
O=C(OCC(=O)N1CCCC1)c1ccco1	89	94	8	0	-3	36	86	1	103
Cc1cc(S(=O)(=O)N(Cc2ccc(F)cc2)CC2CCCO2)ccc1-n1cnnn1 (stereo not drawn)	100	105	10	63*	-1	-8	80	3	120

The list is partial; rates above refer to the full screens.
